# From PubChem
# GPR151 activ: activates the human receptor GPR151. activation, % at 11.2 µM. hit rate 1% among 650,000. PathHunter beta-arrestin GPR151 cells, luminescence. Q8TDV0. AID 1508602; in the data active = activation above about 4.9%;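 note: 0% = median of compound wells and 100% = cells with positive control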
# MITF primary: blocks human microphthalmia-associated transcription factor; AID 1259374; hit rate 0.91% among 650,000; inhibition, % at 2.6 µM; AlphaScreen MITF homodimerization, bead proximity signal; O75030; in the data active = inhibition above about 50%;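 note: 0% = vehicle wells with protein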
# TEAD-YAP block: TEAD-YAP interaction inhibition; HEK-TIYL cells, TEAD-Gal4/YAP UAS-luciferase luminescence; inhibition, % at 9.12 µM; hit rate 1.4% among 640,000; in the data active = inhibition above about 32%;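 note: 0% = median of test compound wells and 100% = reference inhibitor wells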
# FBW7 activator: human FBW7 E3 ligase activation, primary screen; Q969H0; AlphaScreen FBW7–phospho-cyclin E peptide binding, activator screen; normalized activity (activation), % at 26.1 µM; hit rate 0.13% among 650,000; in the data active = normalized activity above about 1.9%;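 note: purified mutant Fbw7 with reduced substrate affinity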
# Target sequence (Q969H0 whole entry, looked up): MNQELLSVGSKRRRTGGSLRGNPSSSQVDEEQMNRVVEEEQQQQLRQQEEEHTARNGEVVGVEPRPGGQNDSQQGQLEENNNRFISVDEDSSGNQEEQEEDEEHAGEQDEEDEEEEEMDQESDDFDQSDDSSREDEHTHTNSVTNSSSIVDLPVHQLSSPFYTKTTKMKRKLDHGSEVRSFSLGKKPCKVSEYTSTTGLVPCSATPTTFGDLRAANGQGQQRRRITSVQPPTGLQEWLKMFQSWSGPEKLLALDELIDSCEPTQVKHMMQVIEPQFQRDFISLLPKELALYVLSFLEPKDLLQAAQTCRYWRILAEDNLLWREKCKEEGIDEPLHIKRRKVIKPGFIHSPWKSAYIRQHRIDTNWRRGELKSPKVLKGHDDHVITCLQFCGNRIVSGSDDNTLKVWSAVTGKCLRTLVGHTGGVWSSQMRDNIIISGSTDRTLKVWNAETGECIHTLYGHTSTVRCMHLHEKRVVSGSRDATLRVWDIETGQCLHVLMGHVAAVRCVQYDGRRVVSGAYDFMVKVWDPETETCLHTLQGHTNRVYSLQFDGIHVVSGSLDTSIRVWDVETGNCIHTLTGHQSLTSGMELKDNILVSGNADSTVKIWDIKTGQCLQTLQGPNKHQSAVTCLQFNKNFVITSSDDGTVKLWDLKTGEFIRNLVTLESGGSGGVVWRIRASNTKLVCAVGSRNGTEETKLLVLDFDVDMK
# * = called active by the depositor; & = joins results of further samples.
cpd	Structure	GPR151 activ	MITF primary
1	Cc1cc(-c2ccccc2)nc2cc(C(=O)Nc3cc(Oc4ccc(F)cc4)cc([N+](=O)[O-])c3)nn12	0.4	-0.2
2	COC(=O)c1sc2nc(-c3ccco3)cc(C(F)(F)F)c2c1N	0.3	-2.6
3	Cc1cc(Nc2ccccc2)nc(N2CCc3ccccc3C2)n1	0.2	1.6
4	Cc1ccc(C2C(=O)c3ccccc3C2=O)cc1	0.2	2.9
5	COC(=O)C1C(=O)NC(SCc2cccc3ccccc23)=C(C#N)C1c1ccccc1C (stereo not drawn)	1.7	6.3
6	COc1ccc(C2=Nc3cccc4cccc(c34)N2)cc1	-0.4	19.1
7	CCOc1cccc(CN2CCCC(CO)C2)c1O (stereo not drawn)	0.5	-0.4
8	O=C(Nc1ccc(C(=O)N2CCOCC2)cc1)c1ccc(F)cc1	-2.7	11.8
9	O=C(Oc1ccccc1Cl)c1cccc(N2C(=O)C3C4C=CC(C4)C3C2=O)c1 (stereo not drawn)	-2.8	2.4
10	OCC1(Cc2cccc(Cl)c2)CCCN(C2CCOCC2)C1 (stereo not drawn)	-2.4	-1.6
11	O=S1(=O)CCC(N(c2ccccc2)S(=O)(=O)c2ccc(Cl)cc2)C1 (stereo not drawn)	2.2	-10.5
12	O=C(CCCl)Nc1ncc(Cc2ccccc2)s1	1.3	7.8
13	CCN(Cc1ccccc1)C(=O)C1CCN(Cc2ccc(OC)c(OC)c2)CC1	-0.8	38.0
14	O=C(CN1c2cccc3cccc(c23)S1(=O)=O)Nc1ccccc1OC(F)F	-0.5	-5.3
15	COc1ccc(CCNC(=O)CSc2nc3cc4c(cc3c(=O)n2CCCC(=O)NCc2ccc3c(c2)OCO3)OCO4)cc1OC	-0.3	-5.6

cpd	TEAD-YAP block	FBW7 activator
1	2.7	0.2
2	3.1	0.2
3	-2.1	-0.2
4	2.4	0.1
5	-4.5	0.0
6	10.2	0.3
7	-5.9	-0.1
8	-21.7	0.6
9	1.4	0.4
10	-8.8	0.3
11	-1.1	0.4
12	-0.7	-0.3
13	-6.0	-0.2
14	-6.2	0.1
15	0.2	0.0

# Following part
cpd	Structure	GPR151 activ	MITF primary
16	Cc1[nH]nc2c1C(c1ccc(N(C)C)cc1)C1=C(CC(C)(C)CC1=O)N2 (stereo not drawn)	0.0	9.0
17	Clc1ccc2c(c1)CC(c1nc(Nc3cncnc3)c3ccccc3n1)CO2 (stereo not drawn)	-0.2	50.6*
18	Cc1ccc2oc(-c3cccc(NC(=O)c4ccc([N+](=O)[O-])o4)c3)nc2c1	0.8	1.4
19	COC(=O)C(=O)Nc1nnc(-c2ccccc2Cl)s1	0.5	7.2
20	COc1ccc(S(=O)(=O)N(CC(=O)Nc2ccc(C(C)C)cc2)c2ccc(Cl)cc2)cc1	-0.4	11.9
21	Cc1ccc2oc(=O)c3cnn(CC(=O)Nc4ccccc4C)c3c2c1	-0.1	1.9
22	O=C(Oc1ccc([N+](=O)[O-])cc1)c1cc(S(=O)(=O)N2CCOCC2)cs1	0.1	7.1
23	O=C(O)c1cc(-c2cccc([N+](=O)[O-])c2)nc2n[nH]c(-c3ccc([N+](=O)[O-])cc3)c12	0.4	0.7
24	Cc1cc(C)nc(/N=C(\N)Nc2cc([N+](=O)[O-])ccc2C)n1	1.0	0.0
25	O=C(CNc1ccc(Br)cc1)c1ccccc1	-0.1	4.5
26	Cc1oc(-c2ccccc2Cl)nc1CS(=O)CC(=O)NCc1ccc2c(c1)OCO2 (stereo not drawn)	-0.6	18.3
27	COc1cccc(CN(CC(=O)NC(C)(C)C)C(=O)Cn2nnc(-c3cccs3)n2)c1	-1.1	7.5
28	CCOC(=O)N1CCC(N2CCC(CO)(Cc3ccc(OC)cc3)CC2)CC1	1.2	-9.6
29	COc1ccc(-c2nc(-c3ccc4c(c3)C(=O)c3ccccc3-4)c(-c3ccccc3)[nH]2)cc1OC	1.5	23.7
30	Cc1ccc(S(=O)(=O)CC#CCOC(=O)c2ccc([N+](=O)[O-])cc2)cc1	0.0	2.4

cpd	TEAD-YAP block	FBW7 activator
16	4.2	-0.1
17	1.6	0.3
18	8.4	-0.1
19	2.1	0.1
20	9.1	0.3
21	-5.4	0.1
22	-4.8	-0.1
23	5.1	-0.1
24	-5.3	-0.1
25	-20.5	0.0
26	9.6	3.9*
27	6.8	-0.1
28	-3.9	-0.1
29	-3.3	0.4
30	10.3	0.0

# The list continues.
cpd	Structure	GPR151 activ	MITF primary
31	COc1ccc(CNC(=O)CN2N=C(C(C)(C)C)Cn3c(cc4ccccc43)C2=O)cc1	-0.3	-0.8
32	O=C(O)/C=C(\Oc1ccccc1)C1(O)CCCCC1	0.1	-0.7
33	CC1(Cn2nnc([N+](=O)[O-])n2)Nc2ccccc2C(=O)N1c1ccccc1 (stereo not drawn)	0.5	10.8
34	NC1CCN(c2cccc(Cl)n2)CC1	1.1&1.5&0.3	8.1&6.7&10.4
35	O=C1CC(N2CCN(c3ncccn3)CC2)C(=O)N1c1cccc(Br)c1 (stereo not drawn)	-0.7	-6.3
36	O=C(c1ccco1)N1CCN(c2csc3ccccc3c2=O)CC1	-0.5	3.0
37	COc1ccccc1-n1c(C)c(C(C)=O)c2cc(O)ccc21	-1.1	12.1
38	Cc1cc(C)nc(NCCCc2ccccc2)n1	-1.7	0.0
39	COC(=O)c1ccc(NC(=O)COc2ccc3oc4c(c3c2)CCCC4)cc1	0.1	0.0
40	Cc1ccc(C23CC4CC(CC(C(=O)NC(C)C(=O)O)(C4)C2)C3)cc1 (stereo not drawn)	0.3	9.2
41	CC(O)c1cccc(NC(=O)c2nn3c(c2Cl)NC(c2cccs2)CC3C(F)(F)F)c1 (stereo not drawn)	-0.7	5.3
42	O=C(COC(=O)c1c[nH]c(=O)[nH]c1=O)Nc1cc(C(F)(F)F)ccc1Cl	1.6	-2.7
43	COCc1c(C(=O)OCC(=O)N2c3ccccc3NC(=O)C2(C)C)oc2ccccc12	-0.4	-7.5
44	CCOC(=O)CSC1=NC(=O)/C(=C\c2ccc(Cl)cc2Cl)S1	-2.3	-0.4
45	CC1CCCCN1Cc1nc2c(c(=O)n(C)c(=O)n2C)n1CCCO (stereo not drawn)	0.6	-6.4

cpd	TEAD-YAP block	FBW7 activator
31	15.2	0.0
32	3.3	0.0
33	-6.2	0.4
34	-3.8&2.5	1.0&0.2&-0.1
35	3.3	0.0
36	7.3	-0.1
37	-1.7	0.2
38	8.8	1.5
39	2.5	0.2
40	-0.7	0.0
41	8.9	0.8
42	7.2	0.0
43	-0.3	-0.2
44	-58.9	0.0
45	8.0	-0.1

# (more compounds)
cpd	Structure	GPR151 activ	MITF primary
46	CCc1ccc(N(CC)C(=O)Cc2c(C(=O)O)n(CC)c3ccccc23)cc1	0.5	-11.5
47	Cc1c(/C=C2/N=C(c3ccc(Cl)cc3)OC2=O)cc(C#N)n1C	-0.6	12.7
48	CC(=O)c1cccc(-c2cnc(N3CCOCC3)c3nccn23)c1	0.7	-14.1
49	COC(=O)c1nnn(CC(=O)Nc2ccc(C)cc2)c1C(=O)OC	-1.2	9.6
50	CCOC(=O)c1cnc2ccc(OC)cc2c1Nc1ccc(C)cc1C	0.5	-1.9
51	CCCCOCc1c(Cl)c(Cl)c(COCCCC)c(Cl)c1Cl	-0.6	7.5
52	CCOC(=O)CSc1nnc(-c2ccoc2C)n1-c1ccc(F)cc1	-0.3	18.5
53	COc1ccc(C(=O)c2oc3ccccc3c2NC(=O)c2ccc(Cl)cc2)cc1	-0.7	15.5
54	CC1CCCCN1CC(=O)Nc1sccc1C#N (stereo not drawn)	0.1	-7.0
55	O=C1CC(c2nc(-c3cccs3)no2)CN1CC1CCCCC1 (stereo not drawn)	-0.7	-14.6
56	COc1cc(NC(=O)c2ccc(Br)o2)ccc1NC(=O)c1ccco1	-0.4	5.6
57	O=C1NC2(CCCCC2)N=C1c1ccc(Br)cc1	1.2	-11.0
58	CSc1ccccc1C(=O)NC(C)c1ccccc1 (stereo not drawn)	1.8	4.7
59	Cc1ccc(C)c(OCCCC(=O)Nc2ccc(S(=O)(=O)Nc3ncccn3)cc2)c1	-1.5	-6.0
60	CCOC(=O)C1CCN(C(=O)CC(C)S(=O)(=O)c2ccc3c(c2)OCC(=O)N3)CC1 (stereo not drawn)	-0.7	-6.7

cpd	TEAD-YAP block	FBW7 activator
46	3.1	0.0
47	3.8	-0.1
48	-21.8	-0.8
49	-0.3	0.1
50	-3.5	-0.2
51	2.6	0.0
52	6.8	0.0
53	-9.0	0.2
54	0.3	0.1
55	-7.7	0.0
56	-3.0	-0.1
57	-14.4	0.2
58	14.0	-0.1
59	-5.6	0.0
60	-1.4	-0.2

# Whole records, quoted from the list. Order of values: GPR151 activ | MITF primary | TEAD-YAP block | FBW7 activator
# CCOC(=O)C1CCN(C(=O)CC(C)S(=O)(=O)c2ccc3c(c2)OCC(=O)N3)CC1 (stereo not drawn) in the list: -0.7 | -6.7 | -1.4 | -0.2
# COc1cc(NC(=O)c2ccc(Br)o2)ccc1NC(=O)c1ccco1 in the list: -0.4 | 5.6 | -3.0 | -0.1
# CC(=O)c1cccc(-c2cnc(N3CCOCC3)c3nccn23)c1 in the list: 0.7 | -14.1 | -21.8 | -0.8
# O=C1CC(c2nc(-c3cccs3)no2)CN1CC1CCCCC1 (stereo not drawn) in the list: -0.7 | -14.6 | -7.7 | 0.0
# CCOC(=O)CSc1nnc(-c2ccoc2C)n1-c1ccc(F)cc1 in the list: -0.3 | 18.5 | 6.8 | 0.0

# Of the compounds above, seven have fluorine.
cpd	Structure	GPR151 activ	MITF primary
1	Cc1cc(-c2ccccc2)nc2cc(C(=O)Nc3cc(Oc4ccc(F)cc4)cc([N+](=O)[O-])c3)nn12	0.4	-0.2
2	COC(=O)c1sc2nc(-c3ccco3)cc(C(F)(F)F)c2c1N	0.3	-2.6
8	O=C(Nc1ccc(C(=O)N2CCOCC2)cc1)c1ccc(F)cc1	-2.7	11.8
14	O=C(CN1c2cccc3cccc(c23)S1(=O)=O)Nc1ccccc1OC(F)F	-0.5	-5.3
41	CC(O)c1cccc(NC(=O)c2nn3c(c2Cl)NC(c2cccs2)CC3C(F)(F)F)c1 (stereo not drawn)	-0.7	5.3
42	O=C(COC(=O)c1c[nH]c(=O)[nH]c1=O)Nc1cc(C(F)(F)F)ccc1Cl	1.6	-2.7
52	CCOC(=O)CSc1nnc(-c2ccoc2C)n1-c1ccc(F)cc1	-0.3	18.5

cpd	TEAD-YAP block	FBW7 activator
1	2.7	0.2
2	3.1	0.2
8	-21.7	0.6
14	-6.2	0.1
41	8.9	0.8
42	7.2	0.0
52	6.8	0.0

# The listing continues:
cpd	Structure	GPR151 activ	MITF primary
61	O=C(c1nc2ccccn2c1CNCCCn1ncc2ccccc21)N1CCOCC1	-0.9	4.2
62	Clc1ccc(C2=NN3COc4ccccc4C3C2)cc1 (stereo not drawn)	1.1	10.3
63	O=C(Nc1ccc2c(c1)OCO2)N1CCCC(N2CCOCC2)C1 (stereo not drawn)	-1.3	16.8
64	NC1=NC(=O)/C(=C\c2ccc3c(c2)OCO3)S1	-1.3	-21.7
65	CC(=O)CC1(O)C(=O)Nc2ccccc21 (stereo not drawn)	-0.6	2.7
66	Nc1nc2nonc2nc1NC1C2CC3CC(C2)CC1C3 (stereo not drawn)	0.5	-2.1
67	O=C(CC12CC3CC(C1)CC(c1ccccc1)(C3)C2)NCCN1CCOCC1	1.5	-10.0
68	O=C(/C=C/c1ccccc1)Nc1nnc(SCC(=O)Nc2ccc(F)cc2)s1	2.8	-5.1
69	COc1cccc(C(=O)NCC2CCCN(C3CCC3)C2)c1OC (stereo not drawn)	4.7	4.5
70	CCOc1cc(CN2CCc3c(nc(N4CCC(C)CC4)[nH]c3=O)C2)ccc1O	0.7	-0.9
71	CCCCCn1cnc2sc3c(c2c1=O)CCC(C)C3 (stereo not drawn)	-0.5	6.4

cpd	TEAD-YAP block	FBW7 activator
61	6.5	0.1
62	-37.3	0.0
63	2.1	0.0
64	46.8*	0.0
65	-2.2	-0.1
66	6.6	0.0
67	16.2	-0.2
68	-11.5	-0.6
69	10.8	0.1
70	8.1	-0.1
71	-4.2	0.0
